E coli Lon inh – inhibitors of E. coli Lon protease; 360,000 compounds, 0.42% hits; purified E. coli Lon protease, fluorescence polarization; AID 602123; inhibition, % at 7.94 µM; P0A9M0; in the data active means inhibition above about 13%, passing the limit was not always enough;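 further: 0% = enzyme with probe and DMSO and 100% = no enzyme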
Target sequence (P0A9M0 whole entry, looked up): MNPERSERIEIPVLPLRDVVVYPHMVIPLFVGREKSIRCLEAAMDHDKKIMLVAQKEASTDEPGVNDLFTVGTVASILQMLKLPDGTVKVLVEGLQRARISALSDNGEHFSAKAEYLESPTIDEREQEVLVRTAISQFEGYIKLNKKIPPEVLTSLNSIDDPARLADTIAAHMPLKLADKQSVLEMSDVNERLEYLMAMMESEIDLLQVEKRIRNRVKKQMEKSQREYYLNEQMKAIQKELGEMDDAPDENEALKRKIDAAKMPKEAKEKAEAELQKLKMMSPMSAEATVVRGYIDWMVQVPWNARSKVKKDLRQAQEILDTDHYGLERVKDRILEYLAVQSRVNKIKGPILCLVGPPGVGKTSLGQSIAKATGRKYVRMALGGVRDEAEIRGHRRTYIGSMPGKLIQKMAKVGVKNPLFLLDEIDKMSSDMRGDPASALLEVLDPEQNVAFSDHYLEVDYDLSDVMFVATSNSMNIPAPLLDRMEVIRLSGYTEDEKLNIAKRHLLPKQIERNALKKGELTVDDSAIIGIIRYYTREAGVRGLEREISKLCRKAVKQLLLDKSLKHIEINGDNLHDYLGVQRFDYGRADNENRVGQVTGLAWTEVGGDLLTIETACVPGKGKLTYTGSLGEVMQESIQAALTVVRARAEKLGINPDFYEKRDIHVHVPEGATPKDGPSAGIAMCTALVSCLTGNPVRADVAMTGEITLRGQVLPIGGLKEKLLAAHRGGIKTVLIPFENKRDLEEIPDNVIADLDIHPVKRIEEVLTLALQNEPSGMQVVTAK
Neddyl block – blocks human cullin neddylation; P61081+Q13564; TR-FRET cullin neddylation, biochemical; calls only at 25 µM; 360,000 compounds, 0.58% hits; AID 651699; in the data active means inhibition above about 36%
MsrA inhibitor – inhibitors of bovine MsrA | inhibition, % at 15.5 µM | AID 651718 | 360,000 compounds, 0.75% hits | purified bovine MsrA, absorbance read-out; in the data active means inhibition above about 4.5%;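 further: 0% = vehicle wells with enzyme and 100% = reference inhibitor wells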
CendR NRP1 mod – NRP-1/CendR interaction modulation. O14786. FAM-RPARPAR peptide binding to NRP-1, fluorescence polarization. inhibition, % at 25 µM. 360,000 compounds, 0.85% hits;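 active means inhibition or corrected inhibition above about 18%, plus a signal ratio from 0.5 to 1.5, limit read from the data, passing the limit was not always enough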; further: strong numbers were not always called active
MsrA act – activates bovine MsrA enzyme | purified bovine MsrA, absorbance read-out | activation, % at 10.6 µM | 360,000 compounds, 0.3% hits; in the data active means activation above about 7.5%;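 further: 0% = vehicle and 100% = reference activator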
MT1-MMP act inh – inhibitors of human MT1-MMP activation. HT1080 RFP-PRO-GFP cells, GFP/RFP ratio fluorescence, overnight; percent of plate control window, DMSO zero. P50281. 360,000 compounds, 0.061% hits. AID 651647. GFP/RFP ratio change, % at 20 µM;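 active means GFP/RFP ratio change of at least 30% with cell ATP level not reduced by more than half and red fluorescence within 50% of control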; further: strong numbers were not always called active
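Assay system: HT1080 RFP-PRO-GFP cells | Dosing: 20 µM single dose, 1% DMSO | Incubation: Cells overnight before dosing, compound overnight, 37 °C, 5% CO2 | Evaluation: GFP/RFP fluorescence ratio | Control set: DMSO-only wells and HT1080 RFP-L50D-GFP cell wells as references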
FAS TE block – blocks the thioesterase domain of human fatty acid synthase; P49327; recombinant FAS-TE, OMFH fluorogenic substrate, fluorescence endpoint; inhibition, % at 15 µM; 360,000 compounds, 0.67% hits; AID 602261;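 active means compounds whose normalised, plate-corrected inhibition of enzyme fluorescence in the single-dose primary screen is 50% or more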;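 further: 0% = DMSO with enzyme and 100% = substrate without enzyme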
SKN-1 inh – C. elegans SKN-1 inhibition; C. elegans VP596 Pgst-4::GFP/RFP ratio, acrylamide-induced, 24 h; inhibition, % at 21.8 µM; 360,000 compounds, 0.49% hits; AID 624304;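 active means interference check ratio from 0.5 to 1.5 plus GFP to RFP signal ratio inhibition reaching or exceeding a fixed threshold, cut at about 30% in these data, passing the limit was not always enough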; further: some compounds called inactive have numbers as strong as hits
Rin1 Abl inh – blocks binding of human Rin1 to Abl; P00519+Q13671; TR-FRET Rin1/Abl binding, biochemical; inhibition, % at 7.35 µM; 360,000 compounds, 0.4% hits; AID 588664; in the data active means inhibition above about 5%, passing the limit was not always enough
Active calls of the source: *; i = inactive; . = not tested or not shown; + = active, no number.

SMILES	E coli Lon inh	Neddyl block	MsrA inhibitor	CendR NRP1 mod	MsrA act	MT1-MMP act inh	FAS TE block	SKN-1 inh	Rin1 Abl inh
Cc1ncoc1C(=O)Nc1ccc(Oc2ccccc2)cc1	1	i	-0.5	3	-2	0	3	7	-2
Cc1cc(OCC(=O)NCCN2CCOCC2)ccc1Br	-1	i	1.0	14	0	0	-5	10	0
COc1ccc(C(=O)NC2CCCCCC2)cc1S(=O)(=O)N1CCCC1	1	i	-1.0	10	-10	3	-5	-1	-2
O=C(CNC(=O)c1ccc(N2C(=O)c3ccccc3C2=O)cc1)OCC(=O)c1ccccc1	5	i	-1.5	5	-2	-2	-7	4	3
COc1ccc(N2CCN(CC(=O)NC(=O)NC(C)(C)C)CC2)cc1	-3	i	1.1	-4	3	1	-5	-1	-2
CCOc1ccc(OCCC(=O)NNC(=O)c2ccncc2)cc1	3	i	-0.6	3	-4	-2	-9	-20	4
CCOc1ccc(S(=O)(=O)N2CCN(C(=S)NCc3ccccc3)CC2)cc1	5	i	0.5	-3	-3	3	27	14	0
O=C(CNc1ccccc1F)Nc1cccc(S(=O)(=O)N2CCCCC2)c1	4	i	-0.3	-5	-6	1	8	17	0
COc1ccc(-n2c(COc3ccccc3)n[nH]c2=S)cc1	-1	i	1.1	16	2	-3	-2	-5	0
C[C@@]12C(=O)N(c3ccccc3)C(=O)N1[C@@H]1c3ccccc3OC[C@@H]1[C@H]2c1ccccc1	-9	i	1.9	-2	-1	-8	32	12	1
Cc1ccc(NC(=O)COc2ncnc3sccc23)cc1S(=O)(=O)N(C)C	-2	i	-0.5	-30	-5	1	-6	-6	0
C=CCSc1nc(N)c(C#N)c(-c2ccccc2)c1C#N	-2	i	1.3	-6	-4	4	-7	2	-10
O=C(CSc1nnc2scc(-c3ccc(Cl)cc3)n12)NCc1ccco1	8	i	-0.5	11	-1	0	2	-5	-1
O=c1[nH]c(C2CCCN(S(=O)(=O)c3cccc(F)c3)C2)nc2c1nnn2Cc1ccccc1 (centres undefined)	-14	i	0.0	4	0	4	11	1	1
COc1ccc(CN(C#N)c2nc(C)cc(C)n2)cc1	-6	i	-0.3	-3	0	0	1	20	0
CCCCN(c1ccccc1)c1ncnc(N)c1[N+](=O)[O-]	2	i	1.5	14	-4	-17	1	16	1
CCc1cccc(C)c1NC(=O)c1cc(-c2ccncc2)nc2ccccc12	-36	i	0.0	-63	-13	-7	-7	6	2
Cc1cc(C)c2c(CN3CCOCC3)cc(=O)oc2c1C	9	i	0.8	6	-5	-3	-1	11	-1
O=C(/C=C/[C@H]1O[C@@H](n2ccc(=O)[nH]c2=O)[C@H](O)[C@@H]1O)NCCN1CCOCC1	2	i	-0.3	7	-2	4	-8	18	3
CCOc1ccc(CN2C(=O)c3ccccc3C2=O)cc1C(=O)Nc1nnc(SCC)s1	0	i	-1.7	9	-4	-1	-3	-4	-3
Cc1ccc(-c2nnc(C)c(N3CCOCC3)n2)cc1	10	i	0.1	-1	-6	-2	-4	7	-6
CC(C)c1c(C(=O)N/N=C/c2cccc(OCc3ccc(F)cc3)c2)nnn1-c1nonc1N	8	i	0.2	8	-4	0	27	7	5
COc1ccccc1NS(=O)(=O)c1cccc(C(=O)N/N=C(\C)c2ccncc2)c1	-5	i	0.0	-3	1	3	-7	4	2
O=C(NCc1ccccc1)c1ccc(CNc2c(N3CCCC3)c(=O)c2=O)cc1	-2	i	-0.4	1	-14	-11	-6	-12	-2
CCOC(=O)c1ccc(CNC(=O)CSc2nnc(-c3ccncc3)o2)cc1	-4	i	1.1	0	-11	-3	-11	-20	1

Random excerpt: 2 entries already listed
SMILES	E coli Lon inh	Neddyl block	MsrA inhibitor	CendR NRP1 mod	MsrA act	MT1-MMP act inh	FAS TE block	SKN-1 inh	Rin1 Abl inh
CCOc1ccc(CN2C(=O)c3ccccc3C2=O)cc1C(=O)Nc1nnc(SCC)s1	0	i	-1.7	9	-4	-1	-3	-4	-3
COc1ccc(C(=O)NC2CCCCCC2)cc1S(=O)(=O)N1CCCC1	1	i	-1.0	10	-10	3	-5	-1	-2

4 compounds out of the list above, arranged by the value under MsrA inhibitor, largest number first:
canonical_smiles,E coli Lon inh,Neddyl block,MsrA inhibitor,CendR NRP1 mod,MsrA act,MT1-MMP act inh,SKN-1 inh,Rin1 Abl inh
CCc1cccc(C)c1NC(=O)c1cc(-c2ccncc2)nc2ccccc12,-36,i,0.0,-63,-13,-7,6,2
Cc1ccc(NC(=O)COc2ncnc3sccc23)cc1S(=O)(=O)N(C)C,-2,i,-0.5,-30,-5,1,-6,0
COc1ccc(C(=O)NC2CCCCCC2)cc1S(=O)(=O)N1CCCC1,1,i,-1.0,10,-10,3,-1,-2
CCOc1ccc(CN2C(=O)c3ccccc3C2=O)cc1C(=O)Nc1nnc(SCC)s1,0,i,-1.7,9,-4,-1,-4,-3

Further entries follow:
SMILES	E coli Lon inh	Neddyl block	MsrA inhibitor	CendR NRP1 mod	MsrA act	MT1-MMP act inh	FAS TE block	SKN-1 inh	Rin1 Abl inh
COc1cc(/C=N/NC(=S)NCc2ccccc2)ccc1OCC#N	2	i	2.4	-53	-7	1	10	-1	-1
CC(C)C(C(=O)NCC1CCCO1)N(Cc1ccco1)C(=O)CNS(=O)(=O)c1ccccc1 (centres undefined)	3	i	0.6	21	-2	3	0	11	-1
Cc1ccc(NNC(=O)c2c(F)cccc2Cl)cc1Cl	-4	i	-0.1	4	-1	3	4	-2	0
O=C(/C=C/c1ccccc1)NNC(=O)c1cccs1	2	i	0.6	4	-3	-4	-5	3	2
CCc1ccccc1NC(=O)CN(C)C(=O)COC(=O)c1c(Cl)cccc1Cl	4	i	0.1	11	-12	-3	-2	2	5
C/C(=N\Nc1cc(Cl)nc(C)n1)c1ccc(C)cc1	-1	i	0.8	-8	-2	-8	13	11	-4
C#CCOCCOCCOCCNc1nc(N2CCN(C(=O)CCCCCCCCCCNC(=O)[C@H](CCCCN)n3cc(C)nn3)CC2)nc(N2CCN(C(=O)CCCCCCCCCCNC(=O)[C@@H]([C@H](C)CC)n3cc(CCCCCN)nn3)CC2)n1	-6	i	.	3	-4	4	-47	-23	12*
O=S(c1ccccc1)C(c1ccccc1)c1ccccc1 (centres undefined)	2	i	0.3	-5	-2	1	2	24	1
Cc1ccc(CSC(Nc2ccc(F)cc2)=C(C#N)C#N)cc1	-11	i	1.2	8	-6	-36	21	-3	0
CCOC(=O)c1cc(-c2ccccc2)sc1NC(=O)CN1C(=O)c2ccccc2C1=O	7	i	0.2	0	0	3	25	22	-1
CCOc1ccc(C(=O)NC(=S)Nc2cccnc2)cc1[N+](=O)[O-]	2	i	1.2	1	2	2	-4	-1	3
N#CCCN(C(=O)CCl)c1cccc(Cl)c1	2	i	0.7	1	-2	-3	-1	-1	2
O=Nc1c(O)n(Cc2ccc(Cl)c(Cl)c2)c2ccccc12	7	i	0.7	7	0	-6	-174	2	-2
CCc1ccc(NC(=O)CCC(=O)Nc2nnc(C(C)C)s2)cc1	2	i	-0.3	-7	-3	-8	0	4	-2
COc1ccc(C(=O)Nc2nc(C)cs2)cc1S(=O)(=O)N1CCOCC1	-4	i	1.8	2	-5	2	-9	8	-1
CC[C@H]1CN2CCc3cc(OC)c(OC)cc3C2C[C@@H]1C[C@H]1NCCc2cc(OC)c(OC)cc21 (some centres undefined)	-7	i	-1.1	5	-3	-29	-7	3	1
CCOC(=O)/C(C#N)=C/Nc1ccccc1OC(F)(F)F	0	i	11*	-2	0	2	4	9	-1
COc1ccc(C(C)C)cc1S(=O)(=O)NCCCn1ccnc1	-22	i	-0.4	-4	-10	5	-10	-12	-2
NCc1cccc(CNc2ccc([N+](=O)[O-])cc2C(N)=O)c1	-13	i	0.6	-7	-7	1	-8	-25	-3
Fc1ccc2[nH]c3c(N4CCc5ccccc5C4)ncnc3c2c1	5	+	0.6	-3	-2	3	14	12	-2
CCn1cc(/C=C(\NC(=O)c2ccccc2F)C(=O)NCCCn2ccnc2)c2ccccc21	-2	i	4.5	7	-17	-2	-5	-15	-2
O=C(COc1ccc2ccccc2c1Br)Nc1cccnc1	2	i	0.1	-6	-3	.	2	2	-24
Cc1noc(-c2ccccc2)c1NC(=O)Nc1ccccc1	8	i	-0.8	-3	-3	2	-3	12	-2
CC(=O)c1ccc(NC(=O)CN2CCN(CC(=O)Nc3ccc(C(C)=O)cc3)CC2)cc1	3	i	-0.6	3	-13	.	-3	-11	4
Cc1cc(C)n(C(=O)c2ccc(NC(=O)C3COc4ccccc4O3)cc2)n1 (centres undefined)	12	i	1.4	15	-2	3	16	4	-1

Other compounds
SMILES	E coli Lon inh	Neddyl block	MsrA inhibitor	CendR NRP1 mod	MsrA act	MT1-MMP act inh	FAS TE block	SKN-1 inh	Rin1 Abl inh
CCN(CC(=O)Nc1ccc(N2CCOCC2)cc1)C(=O)COc1ccccc1OC	6	i	0.3	0	-2	-2	-9	3	-3
O=C(O)Cc1ccc(C(=O)c2ccc(F)cc2)s1	10	i	1.0	2	0	1	-10	-8	0
CC(=O)c1cccc(NC(=O)CSc2n[nH]c(=O)n2C2CC2)c1	-4	i	0.4	4	-10	5	-6	7	1
CC1CCc2nn(CC(=O)NCc3ccc(F)cc3)cc2C1 (centres undefined)	-5	i	-0.4	-9	-1	3	2	12	-1
CCOC(=O)CCCNC(=O)CCNC(=O)c1ccc(OCC(C)C)cc1	0	i	0.9	5	0	-1	-4	14	-1
C=CCC1NS(=O)(=O)O[C@H](CCCC)[C@@H]1O (some centres undefined)	8	i	0.4	-3	1	-1	-11	4	3
O=c1oc(CCO)cc2ccc(C#Cc3ccsc3)cc12	-7	i	0.0	-4	-1	7	-2	21	4
Clc1ccc(-c2csc3ncnc(Cl)c23)cc1	-10	i	0.3	-4	-3	2	30	-1	-1
Cc1nnc(NC(=O)CCC(=O)N2CCN(S(=O)(=O)c3cc([N+](=O)[O-])ccc3C)CC2)s1	3	i	-1.0	0	-1	-2	-4	-4	1
Cc1ccc2c(c1)cc(CN(Cc1cccnc1)C(=O)c1ccccc1)c1nnnn12	-6	i	-0.1	5	-2	-1	-10	7	2
CCOC(=O)c1ccc(NC(=S)N(CCN2CCCCCC2)Cc2cccs2)cc1	-3	i	-0.4	-5	3	-4	28	9	2
CCC(=O)Oc1ccc(/C(CC)=C(\CC)c2ccc(OC(=O)CC)cc2)cc1	-15	i	-1.4	12	-3	-3	26	-6	-5
O=C(O)C1CCN(c2c([N+](=O)[O-])cc(C(F)(F)F)cc2[N+](=O)[O-])CC1	-5	i	-0.7	1	0	-1	-6	1	-1
O=C(CSc1nnnn1-c1ccc(F)cc1)Nc1nc2ccccc2s1	-8	i	-0.7	-6	0	-1	-1	20	-2
O=C(NCC1CCCCC1)c1cccc(S(=O)(=O)N2CCCC2)c1	8	i	0.5	7	-1	-1	3	-5	0

Given with two lines to a compound: 6 of the compounds above
Below each compound: E coli Lon inh, Neddyl block, MsrA inhibitor, CendR NRP1 mod, MsrA act, MT1-MMP act inh, FAS TE block, SKN-1 inh, Rin1 Abl inh
O=C(O)Cc1ccc(C(=O)c2ccc(F)cc2)s1
→ 10, i, 1.0, 2, 0, 1, -10, -8, 0
O=C(NCC1CCCCC1)c1cccc(S(=O)(=O)N2CCCC2)c1
→ 8, i, 0.5, 7, -1, -1, 3, -5, 0
O=c1oc(CCO)cc2ccc(C#Cc3ccsc3)cc12
→ -7, i, 0.0, -4, -1, 7, -2, 21, 4
C=CCC1NS(=O)(=O)O[C@H](CCCC)[C@@H]1O (some centres undefined)
→ 8, i, 0.4, -3, 1, -1, -11, 4, 3
Cc1ccc2c(c1)cc(CN(Cc1cccnc1)C(=O)c1ccccc1)c1nnnn12
→ -6, i, -0.1, 5, -2, -1, -10, 7, 2
O=C(O)C1CCN(c2c([N+](=O)[O-])cc(C(F)(F)F)cc2[N+](=O)[O-])CC1
→ -5, i, -0.7, 1, 0, -1, -6, 1, -1

High-throughput results deposited in PubChem BioAssay by several laboratories.

Compounds were not picked by outcome; about 4.2% have a hit in one of these screens.
